PAFAH1B3 inh = PAFAH1B3 (human) inhibition; Q15102; recombinant PAFAH1B3, FP-rhodamine probe, fluorescence polarization; inhibition, % at 3.39 µM; 340,000 tested, 0.28% active;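 active = inhibition above the screen-wide average of all tested compounds plus 3 SD, cut at about 25% in these data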;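 also: 0% = enzyme with DMSO only and 100% = wells lacking PAFAH1B3 protein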
pPAFAH inh = pPAFAH (human) enzyme inhibition; inhibition, % at 3.39 µM; Q13093; 330,000 tested, 1.5% active; recombinant pPAFAH, FP-rhodamine probe fluorescence polarization; AID 463082;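 active = inhibition above the mean inhibition across the screen plus 3 SD, cut at about 25% in these data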;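 also: inhibitors block binding of the rhodamine activity-based probe so polarization drops; 0% = enzyme with DMSO and 100% = wells lacking pPAFAH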
PAFAH1B2 FP inh = PAFAH1B2 (human) inhibition; P68402; recombinant PAFAH1B2, FP-rhodamine activity probe, fluorescence polarization; inhibition, % at 3.39 µM; 340,000 tested, 1.2% active;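 active = inhibition above the mean of all tested compounds plus 3 SD, cut at about 24% in these data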;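 also: 0% = enzyme with DMSO and 100% = wells lacking PAFAH1B2; many of its hits are not listed in these tables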
PREPL inh = inhibits the human prolyl oligopeptidase-like enzyme | Q4J6C6 | recombinant PREPL, fluorescence polarization activity-based probe | inhibition, % at 5.96 µM | 320,000 tested, 0.68% active; in the data active = inhibition above about 43%;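 also: 0% = enzyme with DMSO and 100% = wells lacking enzyme; many of its hits are not listed in these tables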
Target sequence (Q4J6C6 whole entry, looked up): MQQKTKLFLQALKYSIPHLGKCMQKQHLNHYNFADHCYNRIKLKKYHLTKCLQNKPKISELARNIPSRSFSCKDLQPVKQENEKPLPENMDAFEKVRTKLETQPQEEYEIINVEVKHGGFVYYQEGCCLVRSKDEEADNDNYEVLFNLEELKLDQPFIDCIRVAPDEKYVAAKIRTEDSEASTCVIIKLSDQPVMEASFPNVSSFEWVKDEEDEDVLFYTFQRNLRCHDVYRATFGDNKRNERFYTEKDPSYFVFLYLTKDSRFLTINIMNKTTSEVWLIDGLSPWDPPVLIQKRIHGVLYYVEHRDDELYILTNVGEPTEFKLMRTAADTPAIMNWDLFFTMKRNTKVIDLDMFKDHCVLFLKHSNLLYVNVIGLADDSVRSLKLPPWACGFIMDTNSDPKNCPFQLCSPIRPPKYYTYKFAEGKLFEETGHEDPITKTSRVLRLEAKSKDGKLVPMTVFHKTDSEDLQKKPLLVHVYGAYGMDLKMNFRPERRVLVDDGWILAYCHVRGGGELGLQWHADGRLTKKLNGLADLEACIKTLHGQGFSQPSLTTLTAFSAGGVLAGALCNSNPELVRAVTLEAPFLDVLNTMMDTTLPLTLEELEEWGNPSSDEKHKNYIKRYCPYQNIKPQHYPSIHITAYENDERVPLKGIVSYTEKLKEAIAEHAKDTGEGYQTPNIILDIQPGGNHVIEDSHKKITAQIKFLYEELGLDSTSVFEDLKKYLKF
PAD4 inh = blocks human protein arginine deiminase 4; recombinant PAD4, RCA probe fluorescence polarization; Q9UM07; AID 485272; 330,000 tested, 0.41% active; inhibition, % at 6.36 µM;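 active = percent inhibition above a cutoff equal to the mean of all tested compounds plus 3 SD, cut at about 15% in these data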;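 also: 0% = PAD4 with RCA probe and DMSO and 100% = probe without PAD4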
LYPLA2 counter = counter-screen for PME1 inhibitors: inhibitors of human LYPLA2. O95372. recombinant LYPLA2, FP-Rh probe fluorescence polarization. inhibition, % at 5.9 µM. 320,000 tested, 0.38% active. AID 2177;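 active = inhibition above the screen-wide mean plus 3 SD, limit set per campaign, cut at about 26% in these data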;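 also: 0% = LYPLA2 with DMSO and 100% = wells lacking LYPLA2 enzyme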
Target sequence (O95372 whole entry, looked up): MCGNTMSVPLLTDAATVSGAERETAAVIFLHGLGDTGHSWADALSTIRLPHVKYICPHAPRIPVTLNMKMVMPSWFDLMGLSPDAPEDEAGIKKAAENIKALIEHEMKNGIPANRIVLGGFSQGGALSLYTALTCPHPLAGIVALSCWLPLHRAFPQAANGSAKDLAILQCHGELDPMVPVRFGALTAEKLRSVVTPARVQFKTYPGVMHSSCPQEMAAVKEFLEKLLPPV
LYPLA1 counter = counter-screen for PME1 inhibitors: inhibitors of human LYPLA1; 320,000 tested, 0.16% active; AID 2174; inhibition, % at 5.9 µM; recombinant LYPLA1, FP-Rh probe fluorescence polarization;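 active = inhibition above the mean of all tested compounds plus 3 SD, set per campaign, cut at about 14% in these data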;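 also: inhibitors block serine hydrolase probe labeling of LYPLA1 so polarization falls; 0% = enzyme with DMSO and 100% = wells lacking LYPLA1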
GSTO1 inh = blocks human GSTO1 in RBBP9 counter-screen. P78417. recombinant GSTO1, activity-based probe fluorescence polarization. inhibition, % at 5.96 µM. 300,000 tested, 1.1% active;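 active = inhibition above the campaign mean inhibition plus 3 SD, cut at about 35% in these data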;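 also: 0% = GSTO1-1 with DMSO and 100% = wells lacking GSTO1-1 enzyme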
PME-1 inh = blocks human protein phosphatase methylesterase 1. Q9Y570. recombinant PME-1, FP-Rh probe fluorescence polarization. inhibition, % at 5.9 µM. 320,000 tested, 0.53% active;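 active = inhibition above the campaign mean of all compounds plus 3 SD, cut at about 26% in these data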;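 also: competitive labeling of PME-1 active site by serine hydrolase directed probe; 0% = PME-1 with DMSO and 100% = wells lacking PME-1 enzyme; inhibitors block probe labeling so polarization falls and inhibition rises; many of its hits are not listed in these tables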
* = called active by the depositor; · = not tested or not shown. Only part of the results is shown, so the mix of outcomes need not match the whole.

SMILES	PAFAH1B3 inh	pPAFAH inh	PAFAH1B2 FP inh	PREPL inh	PAD4 inh	LYPLA2 counter	LYPLA1 counter	GSTO1 inh	PME-1 inh
COc1ccc(OC)c(NC(=O)C2CC(C)=C(C)CC2C(=O)O)c1 (configuration not stated)	-2	4	4	2	-1	6	-4	5	4
CCCc1nnc(NC(=O)CCC(=O)Nc2ccc(Cl)cc2)s1	-5	1	-3	6	-4	7	0	4	5
O=C(NCc1ccccn1)c1ccc(NS(=O)(=O)c2ccccc2)cc1	5	0	-1	-8	2	4	3	3	2
CC(C)Cn1c(N)c(C(=O)COC(=O)c2ccc(F)cc2)c(=O)n(C)c1=O	3	-1	8	16	-5	-7	-3	2	-4
COc1cccc2nc3cc(C)c(C)cc3nc12	25	42*	23	27	-13	-2	0	48*	8
CCOc1cc(/C=C2\NC(=S)N(C)C2=O)ccc1OCc1ccc(C(=O)O)cc1	8	18	0	13	2	-1	-3	-5	-4
Cc1csc(NC(=O)CSc2nc(=O)n(CCN(C)C)c3c2CCCC3)n1	7	5	0	14	2	2	1	5	0
Cc1ccc(N2CN(Cc3ccco3)CNC2=S)c(C)c1	6	3	-1	0	-2	1	0	6	5
COC(=O)c1c(C)oc2cc(Br)c(OCC(=O)C(C)(C)C)cc12	2	3	8	0	-6	3	-2	-1	1
COc1cccc(-n2c(Cn3nc(C(F)(F)F)cc3C)n[nH]c2=S)c1	8	1	7	-2	-3	1	0	5	2
CS(=O)(=O)c1sc2nc(-c3cccs3)cc(-c3ccccc3)c2c1N	-11	23	-13	4	-19	-3	-3	-16	-8
CCSc1nc(-c2ccccc2)c(-c2ccccc2)n1CC(O)CO (configuration not stated)	4	8	2	1	-2	2	5	1	-5
CCOc1ccc2nc(N(CCCN(C)C)C(=O)c3ccc(S(=O)(=O)N4CCc5ccccc5C4)cc3)sc2c1	10	-2	0	0	-4	5	-1	-1	2
CCc1cc(=O)oc2c3c(cc(OCC(=O)NCCC(=O)O)c12)OC(C)(C)CC3	1	23	4	-12	-1	-8	0	-7	-8
COc1ccc(-n2c(SCC(=O)Nc3nccs3)nnc2-c2ccccc2)cc1	-2	3	2	15	-1	-4	-1	7	3
Nc1cccc2c1C(=O)N(Cc1cccc(Cl)c1)C2=O	6	23	-3	7	-4	2	1	-5	-1
Cc1ccc(S(=O)(=O)N(Cc2ccc(Cl)cc2)c2ccccc2C(=O)O)cc1	-1	-2	18	0	-3	-7	-2	3	-4
CCN1CCC(=NNC(=O)c2ccco2)CC1	3	-1	7	-12	-15	-2	0	-3	-10
COc1ccc(OC)c(CNC(=O)C2CCN(S(=O)(=O)N3CCCC3)CC2)c1	-5	1	5	0	3	-6	0	2	-5
COc1cccc(Cn2c(NCc3cccnc3)nc3c2c(=O)n(C)c(=O)n3C)c1	6	-1	2	10	3	-10	-3	4	-3
O=C(CN1C(=O)NC(c2ccccc2)(c2ccccc2)C1=O)NCc1ccco1	2	-1	0	-16	-2	·	·	·	·
O=C(CSc1nnnn1-c1ccc(C(=O)O)cc1)NC1CC1	13	4	-2	5	1	3	3	0	6
c1ccc(C[n+]2cccc3c4ccccc4ccc32)cc1	8	3	2	15	2	-4	-1	7	-1
CC(C)CCc1noc(CN2CCC(C(=O)N3CCOCC3)CC2)n1	1	0	0	6	5	0	0	6	1
O=C(NCCCc1ccccc1)C(=O)c1c[nH]c2ccccc12	10	3	0	1	3	6	-2	-3	-1
CN(/N=C/c1ccc2c(c1)OCO2)c1ccccc1	1	2	5	27	2	7	1	3	10
CC1=C(C)C(=O)N(c2ccc(C(=O)O)cc2)C1=O	-1	3	2	3	-1	-1	-1	-16	2
COc1ccc(Cc2nc(-c3cccnc3)no2)cc1OC	5	4	3	-3	1	8	-2	0	1
CCC(=O)N1CCc2cc(S(=O)(=O)CCC(=O)Nc3ccc(C)c(F)c3)ccc21	-11	4	9	1	2	6	-2	4	-2
C/C=C(\C)C(=O)OC(C)(C)[C@@H]1Cc2cc3ccc(=O)oc3cc2O1	6	3	0	3	1	8	0	·	1
CCOC(=O)C(C(=O)Nc1ccccn1)C1CCCCC1 (configuration not stated)	7	7	0	3	0	1	-1	1	0
O=C(Nc1ccc2cccnc2c1)c1ccc(Br)cc1	8	3	4	12	3	2	-2	-1	-3
O=C1Nc2ccccc2C(=O)N2C[C@@H](O)C[C@H]12	10	2	1	-1	2	-11	-2	6	3
O=C(Nc1ccccc1F)N1CCCC1c1cccnc1 (configuration not stated)	3	-1	5	1	3	-6	2	2	-3
CC12CCC(=O)N1C(C(=O)Nc1nc3ccc(F)cc3s1)CS2 (configuration not stated)	6	0	3	-2	3	0	-1	·	3
CCS(=O)(=O)c1nc2ccccc2n1Cc1ccccn1	11	0	-1	3	-5	3	-2	-7	6
CN(c1nc(-c2ccccc2)cs1)C1CCS(=O)(=O)C1 (configuration not stated)	13	2	-2	1	0	8	1	3	3
CC(=O)c1cccc(NC(=S)NC(=O)c2ccc(C)cc2Cl)c1	-8	4	-6	-10	-5	6	1	-8	1
COc1ccc(C(CC(=O)c2ccccc2)S(=O)(=O)c2ccccc2)cc1 (configuration not stated)	10	6	5	-8	1	-1	0	2	6
COc1ccc(NC(=S)N2CCNC(=O)C2CC(=O)Nc2cccc(Cl)c2C)cc1 (configuration not stated)	1	1	-3	3	1	-8	-6	5	-2
Cc1cc(C(=O)N/N=C2\CCCc3ccccc32)c(C)o1	-1	1	4	-1	-6	0	1	4	1
COc1ccc(N(C)S(=O)(=O)c2ccc3c(c2)NC(=O)CO3)c(OC)c1	2	1	-4	-1	-1	1	1	6	-6
Cc1nn(CC(=O)NC2CCC(C)CC2)c(=O)c(C#N)c1C (configuration not stated)	5	2	-2	4	-7	1	2	2	0
COc1cc(OC)cc(C(=O)NCC(=O)OCC(=O)N2c3ccccc3NC(=O)C2(C)C)c1	1	1	3	7	-1	4	-4	11	4
CC1CCc2nc(NC(=O)C3COc4ccccc4O3)sc2C1 (configuration not stated)	1	-8	2	1	0	-6	-5	-5	-2
CCn1c(SCC(=O)c2cccs2)nnc1-c1ccco1	1	2	-6	6	-3	1	-6	6	2
Cc1ccccc1Cn1c(C(C)O)nc2ccccc21 (configuration not stated)	11	3	2	12	-2	5	4	0	7
O=C(Nc1ccc(OCC(=O)N2CCN(S(=O)(=O)c3ccccc3)CC2)cc1)c1ccco1	7	-1	2	-5	2	-1	-3	5	1
O=C(COc1ccccc1Cl)NCc1nc(-c2ccccc2)no1	4	-4	3	-19	-3	5	0	1	-1
Cc1cccc(N2CCN(Cc3cn(C)nc3-c3ccccc3F)CC2)n1	4	0	2	2	2	-2	-5	0	-2

(next part)
SMILES	PAFAH1B3 inh	pPAFAH inh	PAFAH1B2 FP inh	PREPL inh	PAD4 inh	LYPLA2 counter	LYPLA1 counter	GSTO1 inh	PME-1 inh
CN(CC(=O)Nc1ccccc1C(F)(F)F)C(=O)CSc1nnc(N)s1	2	-2	1	27	0	·	·	·	·
COc1ccc(S(=O)(=O)Nc2ccc3c(c2)C(=O)N([C@H](C)CO)C[C@H](C)[C@@H](CN(C)C(=O)Nc2ccc(C(F)(F)F)cc2)O3)cc1	6	21	7	45*	-5	·	·	·	·
CC(C)(C)Nc1nc(C(N)=O)nc(N2CCOCC2)n1	5	7	2	-11	2	3	1	-4	-2
O[C@H]1c2ccccc2[C@H](Cc2cncs2)[C@@H]1Br	5	3	8	-7	4	-1	3	·	5
CCCCCN(C(=O)CCC(=O)OCC(=O)N(C)Cc1ccc(C)cc1)c1c(N)n(CCCC)c(=O)[nH]c1=O	3	5	7	10	-1	3	1	4	6
N=C1C(c2nc3ccccc3[nH]2)=C(O)CN1NC(=O)c1c[nH]c2ccccc12	10	0	7	33	0	4	-1	2	2
Cc1nn(S(=O)(=O)N2CCOCC2)c(C)c1Br	-1	0	-1	2	2	6	-2	0	6
CS(=O)(=O)N(CCc1ccccc1)CC(=O)NCc1cccnc1	8	-2	0	-4	3	3	0	4	5
COc1cc(C(=O)N=c2sc3c(C)ccc(OC)c3n2C)cc(OC)c1OC	2	-4	1	5	-3	-1	-5	0	-4
COc1ccc(O)c(/C=C2/SC(=S)N(Cc3ccccc3)C2=O)c1	12	1	1	9	1	-5	0	4	-3
COc1ccc(-n2nnnc2-c2ccccc2)cc1	-7	8	4	10	5	4	2	4	-2
CCN1CCN(CC(=O)NC2CCCC2)C(=O)C1=O	0	5	-5	-4	-2	3	1	-1	1
CC(=O)Nc1ccc(S(=O)(=O)N2CCN(c3ccc([N+](=O)[O-])c(NCCN4CCOCC4)c3)CC2)cc1	6	0	2	3	2	3	-3	2	-1
Cc1cccn2c(=O)c(C=Nc3ccccc3)c(NCc3ccco3)nc12	11	3	6	4	-1	1	1	-10	2
CCn1nnnc1-c1ccc(OC)c(S(=O)(=O)Nc2ccc(S(N)(=O)=O)cc2)c1	-2	0	3	2	-4	2	2	3	-5
Cc1ccc(S(=O)(=O)N2CCN(C(=O)CSC(=S)N3CCCC3)CC2)c(C)c1	-1	-1	1	23	-3	3	0	·	12
O=C(O)C1CCCCC1C(=O)NCc1ccc(Cl)c(Cl)c1 (configuration not stated)	3	-1	10	-2	-2	-1	-5	12	-6
Cc1coc2cc3oc(=O)c(CCC(=O)N[C@@H](CCCNC(N)=O)C(=O)O)c(C)c3cc12	2	3	1	-4	-4	0	-2	2	0
COc1cc(NC(=S)NN2CCN(C)CC2)cc(OC)c1	6	-2	-1	6	0	-9	0	-1	6
CCNC(=O)CN(c1ccccc1OC)S(=O)(=O)c1cccs1	12	3	-1	-3	0	3	-6	-2	2
Cc1ccc(C)n1NC(=O)c1cccc(Cl)c1	0	-6	-3	2	-1	-2	-1	3	-2
CC1(C2CC2)NC(=O)N(CC(=O)NCC(=O)Nc2ccc(F)c(F)c2F)C1=O (configuration not stated)	3	0	2	-2	-2	·	·	·	·
CCC(C)C(=O)Nc1cc([N+](=O)[O-])ccc1Cl (configuration not stated)	-4	-1	-1	10	-1	10	5	1	-1
O=C(NCC1OCCCN1S(=O)(=O)c1cc(F)ccc1F)C(=O)NC1CCCC1 (configuration not stated)	-7	4	-2	-8	-1	-1	-4	1	-4
CCOC(=O)N1CCN(C(=O)c2ccccc2NC(=O)c2ccccc2Cl)CC1	6	0	-4	6	2	0	3	2	-3
O=S(=O)(c1ccc(Cl)cc1)c1ccccn1	2	1	3	8	5	-3	0	-2	2
CN1CCN(C(=O)c2ccc(CN3CCOCC3)cc2)CC1	0	-5	4	0	-1	4	-2	1	-1
CCOc1ccccc1C(=O)Nc1cc(C(=O)NCC(C)C)ccc1Cl	·	4	·	2	1	6	-1	-5	-2
Cc1ccc(-c2noc(C3CCCN(S(=O)(=O)c4ccc(S(=O)(=O)N(C)C)cc4)C3)n2)o1 (configuration not stated)	-4	-1	2	11	-1	-2	-1	5	5
CCCCn1c(=O)[nH]c(=O)c2c1nc(-c1ccccc1F)n2Cc1ccccc1OC	4	13	2	3	1	5	-2	-5	19
Nc1cccc2c1C(=O)N(C(=O)c1ccc(S(=O)(=O)N3CCCCCC3)cc1)C2=O	-6	4	6	-3	-1	-2	-2	-12	-3
